# WRN inhibitor = qHTS for Inhibitors of WRN Helicase; Bifunctional 3'-5' exonuclease/ATP-dependent helicase WRN (Homo sapiens), Q14191; WRN helicase unwinding, fluorescent forked duplex, kinetic; Potency, µM (highest dose often 114 µM), without a hit: top-dose activity change, negative = inhibition, hits mostly inhibitors; actives 0.46% (n = 360,000); further: potency means the concentration at half of the fitted maximal effect; on the % scale 0 is the no-effect control and ±100 the full control effect; nearly all actives have a fitted effect of over 55% in size
#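 Primary qHTS, 1536-well format. 20 nM WRN + compound, 15 min RT; start with 100 nM forked fluorophore/quencher duplex, 2 mM ATP (final); kinetic read ex 525/em 598 nm.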
# GLP1R cytotox = qHTS of GLP-1 Receptor Inverse Agonists: Cytotox Screen | AID 624418, 2012 | HEK293 cAMP-luciferase reporter cells, luminescence, 24 h | actives 0.13% (n = 410,000) | Potency, µM (highest dose often 38.3 µM), inactives show at the highest dose activity change, negative = inhibition, usual class: inhibitors;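 further: loss of luciferase light is scored as toxicity; potency means the concentration at half of the fitted maximal effect; on the % scale 0 is the no-effect control and ±100 the full control effect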
#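 Step one: seed cells (200 cells/uL, DMEM with 10% Nu serum, 1% pen-strep). Step two: 12-hour incubation at 37 deg C. Step three: pin 23 nL compound, incubate 24 hr. Step four: add luciferase reagent, read luminescence 12 min later.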
# GLP1R ag = qHTS of GLP-1 Receptor Agonists; HEK293 GLP-1R CRE-luciferase, luminescence, 4-6 h; cells express a hypersensitive GLP-1R form; Potency, µM (series often up to 45.6 µM), for the others: at the highest dose activation, actives largely listed as activators; actives 0.007% (n = 380,000); AID 624172, 2012; further: potency means the concentration at half of the fitted maximal effect; % of control where 0% means no effect
# Target sequence (P43220 whole entry, looked up): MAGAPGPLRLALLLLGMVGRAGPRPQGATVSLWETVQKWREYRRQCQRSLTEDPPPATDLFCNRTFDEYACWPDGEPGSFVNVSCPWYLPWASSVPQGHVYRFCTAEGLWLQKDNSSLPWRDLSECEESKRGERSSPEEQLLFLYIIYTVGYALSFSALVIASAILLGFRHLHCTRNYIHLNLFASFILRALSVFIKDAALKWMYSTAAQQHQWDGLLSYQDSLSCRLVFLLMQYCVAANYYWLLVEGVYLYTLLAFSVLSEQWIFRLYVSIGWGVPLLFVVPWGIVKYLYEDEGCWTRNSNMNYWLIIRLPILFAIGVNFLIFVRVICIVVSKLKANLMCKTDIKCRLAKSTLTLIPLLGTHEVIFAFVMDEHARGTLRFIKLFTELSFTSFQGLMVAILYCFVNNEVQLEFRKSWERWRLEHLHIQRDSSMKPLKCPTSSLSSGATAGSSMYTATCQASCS
# D3 antag = qHTS of D3 Dopamine Receptor Antagonist: qHTS; max response, negative = inhibition, %; D3R cells, DiscoveRx beta-arrestin luminescence, antagonist mode; active compounds read low; D(3) dopamine receptor (Homo sapiens), P35462; AID 652054, 2013; actives 2.5% (n = 360,000); in the data active means max response below about -50%; inconclusive means no clear call, values can overlap the other calls; further: on the % scale 0 is the no-effect control and ±100 the full control effect; mostly tested at two doses, the higher about 12 µM
#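 Cells plated overnight at 1500 cells/well, then exposed to library compounds with dopamine controls for 90 minutes at 37 degrees C. DiscoveRx reagent added for 30–60 minutes at room temperature; luminescence read, quantitative HTS format.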
# D3 ag = qHTS of D3 Dopamine Receptor Agonist: qHTS. D(3) dopamine receptor (Homo sapiens), P35462. D3R DiscoveRx beta-arrestin cells, luminescence, 90 min. max activation, %. actives 0.58% (n = 410,000). AID 652048, 2013; in the data active means max activation above about 30%; further: 0% is about no effect; mostly tested at two doses, the higher about 12 µM
#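 Agonist-mode cell screen: cells plated at 1500/well and incubated overnight at 37 °C, then exposed to library compounds for 90 min at 37 °C. Detection reagent was added for 30–60 min at room temperature, and luminescence was read.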
# GLP-1R inv ag = qHTS of GLP-1 Receptor Inverse Agonists (Inhibition Mode) | Potency, µM (titrated, usually from 38.3 µM), without a hit: top-dose activity change, negative = inhibition, actives largely listed as inhibitors | actives 1.6% (n = 410,000) | HEK293 GLP-1R CRE-luciferase, luminescence, 24 h; GLP-1R form is constitutively active | Glucagon-like peptide 1 receptor (Homo sapiens), P43220; further: potency means the concentration at half of the fitted maximal effect; on the % scale 0 is the no-effect control and ±100 the full control effect; nearly all actives have a fitted effect of over 55% in size
#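 Assay principle: reduced luminescence from a cAMP-responsive reporter in HEK293 cells co-expressing a constitutively active GLP-1R. Conditions: 24 hr compound incubation, 37 deg C, 5% CO2.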
# PLK1 PBD inh = qHTS for Inhibitors of PLK1-PDB (polo-like kinase 1 - polo-box domain): Primary Screen; Plk1 PBD binding of FITC phosphopeptide, fluorescence polarization; Serine/threonine-protein kinase PLK1 (Homo sapiens), P53350; actives 2.8% (n = 360,000); Potency, µM, for the others: max response, negative = inhibition, usual class: inhibitors; AID 720504, 2013; further: potency means the concentration at half of the fitted maximal effect; series mostly up to about 57 µM; on the % scale 0 is the no-effect control and ±100 the full control effect; nearly all actives have a fitted effect of over 65% in size
# Target sequence (P53350 whole entry, looked up, the tested form may be a part): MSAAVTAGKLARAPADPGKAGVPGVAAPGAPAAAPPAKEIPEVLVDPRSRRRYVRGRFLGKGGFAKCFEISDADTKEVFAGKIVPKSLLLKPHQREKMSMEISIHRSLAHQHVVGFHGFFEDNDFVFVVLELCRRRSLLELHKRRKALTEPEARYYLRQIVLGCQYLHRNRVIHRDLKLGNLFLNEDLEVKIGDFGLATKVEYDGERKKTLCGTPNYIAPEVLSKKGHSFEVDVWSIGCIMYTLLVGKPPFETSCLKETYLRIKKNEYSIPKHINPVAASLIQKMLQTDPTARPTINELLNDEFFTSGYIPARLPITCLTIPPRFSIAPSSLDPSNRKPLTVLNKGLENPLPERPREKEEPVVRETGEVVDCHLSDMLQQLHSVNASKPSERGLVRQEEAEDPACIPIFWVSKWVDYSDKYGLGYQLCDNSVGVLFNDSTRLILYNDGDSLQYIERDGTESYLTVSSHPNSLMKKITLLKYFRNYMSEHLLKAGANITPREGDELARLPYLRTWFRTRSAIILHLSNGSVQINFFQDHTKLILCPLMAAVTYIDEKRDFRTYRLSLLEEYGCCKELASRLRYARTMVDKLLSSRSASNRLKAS
# PI5P4Ka inh = qHTS for Inhibitors of phosphatidylinositol 5-phosphate 4-kinase (PI5P4K) | Phosphatidylinositol 5-phosphate 4-kinase type-2 alpha (Homo sapiens), P48426 | PI5P4Kalpha enzyme, ADP-Glo luminescence, 60 min; active compounds read low | max response, % | actives 1.2% (n = 330,000); active means max response of -50% or lower; inconclusive means between -30% and -50%; inactive means -30% or higher; further: value at the top dose of about 77 µM; on the % scale 0 is the no-effect control and ±100 the full control effect
#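 Luminescence from ADP-Glo served as readout of PI5P4Kalpha activity in a qHTS format. Reaction: enzyme, substrate, compound, ATP at 5 microM final, 60 min at RT.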
# IL2 activator = qHTS of IL-2 Activators; IL-2 activation reporter assay, cell-based qHTS; stimulated with anti-CD3/CD4/CD28 beads; in transgenic mouse T cells; activation, % (series mostly up to about 46 µM); actives 0.065% (n = 360,000); in the data active means activation above about 50%; inconclusive means mostly about 30% to 49%; further: 0% is about no effect
#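 EGFP and DsRed fluorescence is measured by plate cytometry in unstimulated transgenic mouse T cells exposed to compound for 60 minutes, then stimulated 18 hours at 37 degrees C with anti-CD3/anti-CD4 beads plus anti-CD28.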
# The depositor's hits bear a star; ? = inconclusive; · = no result given; & = joins results of further samples; [ ] = another dose, or the depositor's remark. Unless noted, the call rests on the fitted dose curve; in most records, active means well fitted curve in the direction sought with a large enough effect; inconclusive means small, poorly fitted or top-dose-only effect, or another doubt; inactive means no such curve, though single readings can be large; an effect the other way counts as inactive or inconclusive.
SMILES,WRN inhibitor,GLP1R cytotox,GLP1R ag,D3 antag,D3 ag,GLP-1R inv ag,PLK1 PBD inh,PI5P4Ka inh,IL2 activator
c1ccc(-c2noc(-c3ccccc3-c3ccccc3)n2)cc1,-5.1%,1.9%,-3.8%,-5.6,-1.8,?,-17.8%,20.5,-0.1
CCn1c(CNC(=O)c2cccs2)nnc1SCC(=O)Nc1ccc(Cl)cc1,-11.0%,-18.6%,0.7%,-6.9,1.9,-1.3%,-6.5%,-0.3,-0.2
Cc1ccc(C(=O)NS(=O)(=O)c2ccccc2)cc1,-5.6%,3.8%,1.1%,3.0,-3.6,9.0%,?,-2.7,0.8
COc1ccccc1NC(=O)COc1cc(Br)c(CNCCCN2CCOCC2)cc1OC,-5.4%,?,1.9%,-18.3,-12.5,?,-0.3%,2.5,-1.5
O=C(CSc1ncc(CO)n1Cc1ccccc1)Nc1nc2ccccc2s1,·,-1.3%,7.5%,·,-6.9,?,·,·,·
COc1cc(CNc2ncnc3c2ncn3[C@H]2CN(Cc3ccc(C(=O)O)cc3)C[C@@H](CO)O2)cc(OC)c1OC,12.5%[57.1 µM],-0.5%,-3.5%,6.6,0.4,23.6%,6.1%,-2.1,0.5
CC(=O)NC1=NN(C(C)=O)C(C)(c2ccc(Br)cc2)S1 (stereo not given),-1.8%,-28.2%,-0.4%,-20.3,10.4,?,-12.7%,3.3,0.8
Cn1c(C(=O)NCCCN2CCc3ccccc3C2)cc2c(=O)n(C)c3ccccc3c21,-22.8%,0.2%,-2.5%,-70.2*,-15.8,-19.1%,-11.7%,-5.7,-3.0
CCC(C)NC(=O)c1ccc(N2CC3CC(C2)c2cccc(=O)n2C3)c(NC(=O)c2ccc(Br)o2)c1 (stereo not given),-3.3%[57.1 µM],-5.0%,4.3%,-1.2,3.9,7.6%,-21.0%,-1.0,8.7
O=C(Nc1ccc(Cl)cc1)N(Cc1nnc2n1CCCCC2)c1ccccc1,-21.6%,4.0%,2.3%,17.7,4.3,-7.7%,4.4%&-2.2%,·,2.2
CCCCn1nnnc1NCc1cccs1,-3.5%,8.4%,2.4%,-17.7,-18.5,17.8%,-1.4%,·,-1.7
CSc1cccc(NC(=O)COC(=O)c2ccccn2)c1,-3.7%,9.3%,-1.3%,-5.5,-4.6,12.3%,-0.5%,2.5,0.9
Cc1cc(C)cc(C(=O)NC(CC(N)=O)c2ccc(NC3CCCC3)c([N+](=O)[O-])c2)c1 (stereo not given),2.6%,-6.4%,8.8%,-21.7,-2.9,27.2%,2.0%,-1.2,1.5
COCCNC(=O)c1cc2cc3ccc(OC)cc3nc2o1,-7.5%[57.1 µM],-8.3%,3.1%,0.5,-0.3,39.4%[activator],0.8%,-0.1,-1.6
Cc1nc(NC(=O)C(C)(C)C)sc1-c1nc(N)sc1-n1cc(-c2ccccc2)nn1,-2.6%,1.6%,4.0%,10.3,9.7,25.1%,?,-29.5,-0.7
O=C(O)C1CC=CCC1C(=O)NCCc1csc(-c2ccccc2)n1 (stereo not given),-4.0%,4.9%,0.0%,9.7,-5.2,6.7%,-5.6%,4.8,-1.0
O=C(NCCc1ccc2c(c1)OCCO2)c1ccccn1,8.2%,2.9%,11.3%,-7.1,-0.3,-18.8%,-14.5%,2.0,0.9
Cc1csc2nc(CNS(=O)(=O)c3ccc4c(c3)OCCO4)cn12,-2.4%,0.1%,-4.8%,21.2,1.5,13.6%,-2.5%,7.6,-0.2
O=C(CC1C(=O)NCCN1C(=O)Nc1ccc(Cl)cc1)Nc1ccc(F)cc1 (stereo not given),-7.4%,-9.9%,6.5%,-10.6,-6.8,11.2µM*,-6.9%,31.5,-0.5
O=C(CCCN1C(=O)CSc2ncccc21)N1CCN(c2cccc(C(F)(F)F)c2)CC1,-5.6%,-18.9%,-13.2%,5.0,2.1,-30.9%,-0.7%,-5.5,0.0
O=C(CCNS(=O)(=O)c1cccc2nsnc12)NCc1ccco1,-13.9%,10.6%,-3.2%,7.0,4.2,9.2%,-6.1%,1.0,-1.1
Cc1ccccc1OCCNc1cc(N2CCN(CCO)CC2)ccc1[N+](=O)[O-],-11.5%,?,0.5%,-64.4*,-13.8,?,-7.4%,27.4,-2.2
O=C(COc1ccc(Cl)cc1Cl)NCc1ccco1,-4.9%,65.5%[activator],9.6%,-0.9,-0.6,-3.2%,-1.3%,-4.3,-0.1
CC(=O)NCCc1cnc[nH]1,4.4%,0.9%,3.0%,-21.2,12.6,19.0%,5.7%,-2.9,-0.3
O=C(CCC(=O)N1CCOc2ccc(Cl)cc21)NCCCN1CCN(c2ccccc2F)CC1,3.2%,2.8%,4.8%,-95.5*,3.5,?,1.9%,-0.5,-3.0
CCn1c(COc2ccc(=O)n(-c3ccccc3)n2)nnc1SCc1ccc(OC)cc1,10.1%,4.1%,-1.7%,9.8,0.4,-16.1%,0.0%,0.3,0.9
O=C(O)c1ccccc1C(=O)Nc1ccccc1[N+](=O)[O-],-6.4%,1.0%,1.8%,-3.8,2.2,4.2%,-10.7%,-0.3,0.7
CN(C)CCN(Cc1ccco1)c1ccccn1,2.9%,-1.7%,3.0%,2.6,-19.0,-1.3%,-4.0%,3.2,0.6
Cc1ccc(-c2cc(C(=O)NCCCN3CCOCC3)c3ccccc3n2)cc1,-13.9%,-0.5%,0.5%,-4.1,0.2,?,-2.8%,-5.4,2.5
O=C(COC(=O)c1ccc(Br)cc1)NC1CCCC1,8.6%,-4.8%,6.3%,8.5,3.9,10.8%,0.7%,-1.6,-0.4
Cc1ccccc1NC(=S)NC12CN3CN(CN(C3)C1)C2,4.9%,-0.2%,-1.9%,4.3,2.7,10.2%,-6.9%,4.1,-0.4
Cc1ccc2c(c1)C(=O)OC(C(=O)Nc1ncc(Cc3ccc(Cl)cc3)s1)C2 (stereo not given),·,3.8%,5.8%,·,-5.7,8.1%,·,·,·
C[C@@H]1CN([C@@H](C)CO)C(=O)Cc2cc(NC(=O)Nc3ccc(F)cc3)ccc2O[C@@H]1CN(C)Cc1ccc(Cl)c(Cl)c1,-5.8%,-73.4%,-1.2%,?,-39.3,?,-11.7%,-21.7,-0.6
COc1cc(NC(=O)C2CCCCC2)c(OC)cc1NC(=O)CN1CCCCC1,-2.9%,?,15.7%,-7.7,-2.7,2.51µM*,-8.1%,13.7,0.2
CC1(C(=O)NS(=O)(=O)c2ccccc2C(F)(F)F)CCN1C(=O)COc1ccc(Cl)cc1 (stereo not given),3.2%,1.2%,-8.8%,5.1,6.5,19.0%,1.2%,-3.0,0.7
COC(=O)CCCCNC(=O)Nc1ccccc1,0.4%,5.5%,2.5%,5.9,-0.3,14.3%,-10.0%,1.7,-0.3
Cc1cccc(NC(=O)CO/N=C/c2ccc3c(c2)OCO3)c1,-18.2%,9.9%,13.2%,-28.4,0.5,-20.4%,-4.7%,-1.9,-0.3
C/C(=N/NS(=O)(=O)c1ccccc1)c1ccc(NC(=O)C(F)(F)F)cc1,-6.0%,-10.6%,-3.8%,14.2,0.7,24.0%,4.8%,-3.4,-0.9
CN(C(=O)CSc1nnc(N)s1)c1c(N)n(Cc2ccccc2)c(=O)[nH]c1=O,-5.2%,-0.6%,-11.7%,13.4,11.9,0.5%,-10.2%,-7.0,-0.4
O=C(CSc1nccn1Cc1ccccc1)NCc1ccccc1,-7.4%,4.2%,5.4%,15.5,1.4,34.7%[activator],-5.8%,·,-0.1
O=C(O)c1ccc(COc2ccc([N+](=O)[O-])cc2)o1,2.3%,-2.7%,1.0%,-5.3,7.1,5.3%,4.8%,-16.2,-0.1
Cc1ccc(SCC(=O)Nc2ccc3c(c2)C(=O)N(C)C3=O)cc1,-0.9%,-2.6%,8.3%,-7.5,2.1,29.6%,-14.7%,-2.2,-0.7
Cc1ccc(/C=c2/sc3n(c2=O)CCCN=3)o1,2.2%,0.7%,1.1%,2.2,-2.8,0.0%,1.7%,-15.7,1.5
CC(C)(C)NC(=S)NCCc1ccccc1,-10.7%,-34.3%,-3.4%,13.2,0.8,-17.7%,-19.1%,-5.3,0.2
O=C(NCc1ccccc1)C1CNCC(C(=O)NCc2ccccc2)C1 (stereo not given),1.3%,3.2%,2.2%,-11.7,3.7,-2.6%,1.3%,-0.4,-1.2
CCCCCCCCNCCS(=O)(=O)NC1CCCCC1,6.1%,-11.0%,3.7%,-90.9*,-37.1,?,0.2%,3.2,-0.6
Cc1c(NS(=O)(=O)c2ccc(N(C)C3CCCCC3)c([N+](=O)[O-])c2)c(=O)n(-c2ccccc2)n1C,1.5%,-18.3%,2.8%,-29.0,-5.5,-5.2%,-8.6%,-22.1,0.4
CCOc1cc(N2CCOCC2)c(OCC)cc1NC(=O)c1cccc(S(=O)(=O)N2CCOCC2)c1,-0.7%,-15.8%,-5.8%,-12.3,4.0,3.6%,-5.1%,-2.1,-2.9
Cc1cc(C(=O)NCc2cccnc2)no1,9.0%,-3.1%,-11.5%,26.7,-17.2,5.8%,-6.3%,·,-2.5

# Single entries from above.
# Value of `Cc1ccc(SCC(=O)Nc2ccc3c(c2)C(=O)N(C)C3=O)cc1` under GLP1R ag: 8.3%
# Value of `CC(C)(C)NC(=S)NCCc1ccccc1` under GLP-1R inv ag: -17.7%
